Screening results: PubChem, several laboratories
DAX1 inh-1: blocks DAX1 repression of SF-1 activated StAR promoter; HEK293T StAR-luciferase reporter, SF-1/DAX-1 repression relief; inhibition, % at 6.8 µM; actives 1.1% (n = 370,000); AID 652010;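 active = inhibition above the mean over all tested compounds plus 3 SD, cut at about 3.6% in these data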;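 also: 0% = DAX-1 cells with DMSO and 100% = cells lacking DAX-1 with DMSO; higher inhibition means more luminescence from relief of DAX-1 repression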
HGIII-sPLA2 inh: Inhibits HGIII-sPLA2 liposome hydrolysis, primary screen | Q9NZ20 | QFRET BODIPY PC-A2 liposome hydrolysis, fluorescence | inhibition, % at 12.2 µM | actives 0.56% (n = 370,000);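 active = inhibition above mean plus 3 SD of compounds lying within the high and low control bounds, cut at about 19% in these data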;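 also: 0% = median of test compound wells and 100% = no enzyme DMSO wells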
Target sequence (Q9NZ20 whole entry, looked up): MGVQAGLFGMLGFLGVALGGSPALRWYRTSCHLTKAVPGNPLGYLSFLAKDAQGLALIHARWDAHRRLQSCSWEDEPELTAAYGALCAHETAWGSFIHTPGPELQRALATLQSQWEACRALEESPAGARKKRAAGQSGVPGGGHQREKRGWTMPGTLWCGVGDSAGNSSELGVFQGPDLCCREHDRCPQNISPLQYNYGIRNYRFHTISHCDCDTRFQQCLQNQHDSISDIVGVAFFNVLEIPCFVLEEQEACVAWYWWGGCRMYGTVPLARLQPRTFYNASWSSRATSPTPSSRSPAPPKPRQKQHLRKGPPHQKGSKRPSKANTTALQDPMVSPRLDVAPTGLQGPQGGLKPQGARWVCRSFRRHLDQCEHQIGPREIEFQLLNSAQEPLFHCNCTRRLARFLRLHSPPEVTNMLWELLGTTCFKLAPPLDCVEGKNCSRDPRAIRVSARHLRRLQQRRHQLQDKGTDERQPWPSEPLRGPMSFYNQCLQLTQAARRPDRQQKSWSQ
hgDAF12 agonist: hgDAF-12 agonism, primary luciferase screen; HEK293 GAL4-hgDAF12 UAS-luciferase reporter, agonist luminescence; normalized to butyrate control; activation, % at 6.8 µM; actives 1.8% (n = 370,000); AID 687014;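 active = activation above a cutoff set at the mean of all screened compounds plus 3 SD, cut at about 10% in these data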;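 also: 0% = DMSO wells and 100% = sodium butyrate wells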
PLC-beta3 inh: inhibitors of human phospholipase C beta3; Q01970; Purified PLC-beta3, fluorogenic substrate, fluorescence; inhibition, % at 12.2 µM; actives 0.18% (n = 370,000); AID 720704; in the data active = inhibition above about 11%;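 also: 0% = median of compound wells on plate and 100% = full blocker control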
SMARCA2 act: increases SMARCA2 function in MMTV reporter cells; MG213 cells, MMTV-luciferase reporter, dexamethasone, overnight; activation, % at 9.1 µM; actives 1% (n = 370,000); AID 652017; in the data active = activation above about 7.8%;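 also: 0% = vehicle wells and 100% = reference activator wells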
ssDAF-12 act: S. stercoralis DAF-12 activation, primary screen | AID 652126 | HEK293 ssDAF-12/GRIP1 lit1-tk-luc reporter, luminescence; % of 3 µM dafachronic acid response | actives 1% (n = 370,000) | activation, % at 6.8 µM;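 active = activation above the mean over all tested compounds plus 3 SD, cut at about 0.9% in these data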;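 also: 0% = DMSO-only wells and 100% = 3 µM delta7-dafachronic acid wells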
GAA850 FXN act: increases GAA850 frataxin promoter reporter activity; activation, % at 6 µM; HEK293 lucGAA850 FXN promoter luciferase reporter, 24 h; percent of 10 µM SAHA response; actives 0.56% (n = 360,000);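 active = activation above the average of all compounds screened plus 3 SD, cutoff fixed separately per campaign, cut at about 7.5% in these data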;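 also: 0% = DMSO wells and 100% = 10 µM SAHA wells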
hcDAF12 agonist: H. contortus DAF-12 activation, primary screen | HEK293 hcDAF-12 lit1-tk-luc reporter, luminescence; 0% DMSO, 100% Δ7-dafachronic acid | AID 652067 | activation, % at 6.8 µM | actives 1.4% (n = 370,000);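 active = activation above the mean of all tested compounds plus 3 SD, cut at about 5.5% in these data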;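 also: 100% = response to 3 µM Δ7-dafachronic acid high control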
Rev-erbA mod: modulates human Rev-erb alpha binding to DNA | P20393 | Rev-erbα–FITC-DNA binding, fluorescence polarization, 90 min | activity, % at 10 µM | actives 0.79% (n = 370,000);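 active = activity above about 14%, limit read from the data; passing the limit was not always enough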;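 also: 0% = DMSO wells with 35 nM protein and 100% = DMSO wells with 750 nM protein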
DAX1 inh-2: inhibits human nuclear receptor DAX1. actives 0.99% (n = 340,000). AID 504766. HEK293 Gal4-DAX1 luciferase reporter, luminescence. inhibition, % at 6.75 µM;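 active = inhibition above the mean over all tested compounds plus 3 SD, cut at about 4.2% in these data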;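 also: 0% = DAX1-transfected cells with DMSO and 100% = empty-vector control cells with DMSO; inhibition shows as a rise in luminescence from relieved DAX1 repression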
Target sequence (P51843 207-470 limits assumed): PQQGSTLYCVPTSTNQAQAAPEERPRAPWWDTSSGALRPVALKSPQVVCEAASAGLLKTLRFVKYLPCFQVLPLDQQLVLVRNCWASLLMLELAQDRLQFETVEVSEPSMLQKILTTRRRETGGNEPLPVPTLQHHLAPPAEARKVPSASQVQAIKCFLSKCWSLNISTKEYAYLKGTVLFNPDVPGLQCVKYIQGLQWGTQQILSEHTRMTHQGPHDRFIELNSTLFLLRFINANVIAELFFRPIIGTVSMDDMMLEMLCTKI
PG9 Ab binder: PG9 antibody binding by small molecule. TR-FRET gp120-PG9 antibody binding. actives 0.43% (n = 360,000). inhibition, % at 6.7 µM; in the data active = inhibition above about 8.5%
Numbers without * were called inactive; x = no result given. Random draw from the library (roughly 7% active in at least one column).

SMILES	DAX1 inh-1	HGIII-sPLA2 inh	hgDAF12 agonist	PLC-beta3 inh	SMARCA2 act	ssDAF-12 act	GAA850 FXN act	hcDAF12 agonist	Rev-erbA mod	DAX1 inh-2	PG9 Ab binder
Cc1ccc2nc3c(cc(C(=O)NC4CCCC4)c(=N)n3C3CCCCC3)c(=O)n2c1	-0.4	1	-6.0	-385	-3	-2.0	3.8	-5.5	-4	2.1	0.6
Nc1ccc(N2CCOCC2)c(S(=O)(=O)Nc2cc(Cl)ccc2Cl)c1	2.1	-3	2.6	-14	0	-1.7	3.2	1.4	-6	-0.2	-1.9
COC(=O)C[C@H]1C=C[C@H](NC(=O)Nc2ccccc2)[C@@H](CO)O1	1.5	16	0.8	1	-4	-0.7	x	0.5	7	x	0.4
O=C(N/N=C/c1ccccc1)C(O)c1ccccc1 (configuration not stated)	-0.1	1	0.5	-20	-2	0.2	5.3	6.7*	-2	-0.2	-1.0
COc1nc2c(s1)C(=O)NCCC2	0.9	9	-0.2	1	0	-0.4	0.9	-0.1	0	-0.7	1.6
O=C(COc1ccccc1)NC1CCCCC1	0.1	10	1.7	3	-3	-1.4	3.2	1.1	-1	0.4	2.9
Cn1c(=O)c2c(nc(CN3CCOCC3)n2CC(=O)c2ccccc2)n(C)c1=O	-0.1	3	0.6	1	1	-1.0	-0.1	0.1	-1	1.7	0.2
COc1cccc(/C=C/C(=O)NCc2ccc3c(c2)OCO3)c1	0.0	3	1.4	0	-3	-2.0	1.5	-0.3	1	0.6	-0.4
COc1ccc(C2NN=C(c3ccc(C)cc3)S2)cc1 (configuration not stated)	1.9	1	9.6	-31	6	-0.3	3.7	4.1	3	4.1	1.4
Cc1c(NC(=O)COc2ncnc3ccccc23)c(=O)n(-c2ccccc2)n1C	-0.3	-4	-1.5	4	1	-1.2	-0.2	-0.2	1	-0.5	-1.6
CCNc1nc(NCC)nc(NC(N)=S)n1	0.4	10	0.7	-8	-3	-1.1	4.5	-0.1	0	0.6	-2.6
Cc1cc(C(=O)O)cc(Br)c1N	0.7	12	2.7	6	-1	-0.7	1.1	0.6	-2	1.8	-2.1
C[C@@H]1CN([C@H](C)CO)C(=O)c2cc(NS(=O)(=O)c3cccs3)ccc2O[C@H]1CN(C)Cc1ccccc1	-0.5	-19	4.4	-1	2	-1.0	0.9	0.0	-2	-1.0	1.4
Cc1ccc(NS(=O)(=O)c2c(C)[nH]c(=O)[nH]c2=O)c(Br)c1	0.1	-7	-1.8	-3	-2	-1.2	1.3	-0.2	-5	1.3	-0.5
CCC/C(=N\NC(=O)CCC(=O)NCc1ccccc1)c1ccccc1	-0.1	4	0.7	-2	-2	-0.8	-0.4	-0.4	-2	-0.1	-0.8
COC1=CC(=O)C[C@@H](C)[C@]12Oc1c(Cl)c(OC)cc(OC)c1C2=O	1.3	2	3.6	-90	-6	-1.2	2.3	-2.0	3	1.7	-1.3
Nc1c(Cl)cnn(-c2ccccc2)c1=O	1.4	2	3.9	-4	1	-0.1	-0.1	0.1	-1	x	-1.1
CC(=O)NC(CCS(C)(=O)=O)C(=O)Nc1ccc2c(c1)OCCO2 (configuration not stated)	-0.3	13	-1.5	1	1	-1.9	-3.4	-0.5	-2	0.0	-0.2
COc1ccc(/C=C(\NC(=O)c2ccccc2Cl)C(=O)NCCCC(=O)O)cc1	-0.2	3	7.8	-3	1	0.2	1.1	-0.6	4	-0.8	0.3
COc1ccc(NC(=O)C2CCCC2)cn1	-0.3	-5	0.0	3	1	-1.7	0.2	1.1	0	0.2	-0.1
CCOC(=O)CCC(=O)NNC(=O)c1ccc(NC(=O)c2ccccc2)cc1	-2.3	-3	0.9	-4	2	-1.2	-1.0	0.5	-2	1.8	-1.6
COc1cc(/C=N/NC(=O)[C@H](Cc2c[nH]c3ccccc23)NC(=O)OCC(C)C)cc([N+](=O)[O-])c1O	1.1	-44	-3.0	8	-2	-0.5	2.3	2.4	-2	0.0	-5.2
O=C(COC(=O)CCc1ccc(S(=O)(=O)N2CCCCC2)cc1)Nc1ccc2c(c1)OCO2	-0.2	-13	2.3	0	0	-0.3	0.2	-1.1	1	0.8	-1.2
COc1ccc(CN(C)C[C@H]2OCCCC[C@@H](C)Oc3ccc(NS(C)(=O)=O)cc3C(=O)N([C@H](C)CO)C[C@@H]2C)cc1	-0.1	0	-1.5	-3	-1	-1.4	0.2	-1.1	0	0.5	-0.1
CCOC(=O)c1ccc(-n2c(C)nc3c(cnn3-c3ccc(Cl)cc3)c2=O)cc1	0.0	-6	4.0	2	-2	-1.3	-0.6	-1.9	5	0.4	1.5
CCC1(C)Cc2ccccc2-c2nc[nH]c(=O)c21 (configuration not stated)	0.1	0	-3.3	-1	0	-1.3	-0.5	0.0	-5	0.1	-1.1
Cc1ccc2c(c1)C1NC(=S)NC(C)(O2)C1C(=O)Nc1ccc(Cl)cc1 (configuration not stated)	-0.4	7	-0.3	10	4	-0.5	1.2	0.8	0	-1.7	-2.2
CCOC(=O)CNC(=O)c1ccccc1Br	0.1	6	3.2	5	2	-1.3	0.9	-0.9	3	0.3	-1.0
CCCCCCn1c(N2CCC(C(N)=O)CC2)nc2c1c(=O)[nH]c(=O)n2C	-0.3	4	-2.3	3	1	-0.8	2.5	-1.4	4	0.4	-1.9
C=CCNC(=O)C1CC2c3ccccc3C1c1ccccc12 (configuration not stated)	0.2	-5	4.3	-5	1	-0.7	-0.5	0.2	-3	2.9	-0.4
CC1C(=O)C(C)C(c2cccs2)NC1c1cccs1 (configuration not stated)	0.1	4	0.9	-6	-3	-1.0	-0.4	-0.5	0	2.0	0.2
O=C(N1CCN(c2ccc(F)cc2)CC1)C1(c2cccs2)CCOCC1	0.1	9	-0.8	-2	-1	-1.6	1.9	-2.1	0	-0.3	-0.5
NC(=O)C1CCCN(C(=S)NCc2ccc3c(c2)OCO3)C1 (configuration not stated)	0.0	-2	1.5	0	0	-1.3	1.1	-1.1	-7	0.1	-0.1
CCOC(=O)CNC(=O)c1sc(NC(=O)c2ccccc2F)nc1C	2.5	8	5.6	-2	6	-0.4	1.1	2.7	0	1.0	0.0
c1ccc(CSc2nnc(SCc3ccccn3)s2)nc1	0.8	8	7.0	14*	-1	-1.1	5.2	0.9	0	0.7	-2.4
CCCNC(=O)c1cc(OC)c(OC)cc1[N+](=O)[O-]	0.2	8	0.3	1	-3	-0.2	2.1	1.8	1	-0.4	0.8
COc1ccc(C2(C)NC(=O)N(CC(=O)NC3CCCC3)C2=O)cc1OC (configuration not stated)	0.6	-1	0.4	-1	-2	-1.6	1.9	0.6	-4	-0.4	0.2
O=S(=O)(NNc1ccc(F)cc1F)c1cccc(Cl)c1	0.3	-11	3.7	-12	-1	-0.8	4.3	0.2	-3	0.1	-2.5
Cc1ccc(NC2=CC(=O)C(=O)c3ccccc32)c(C)c1	-2.7	5	-5.0	-18	-4	-1.0	-0.2	0.7	-6	-1.1	-8.7
CCOC(=O)C1=CC[C@@H](c2ccccc2C(F)(F)F)N(S(=O)(=O)c2ccc(C)cc2)[C@H]1c1ccc(C#N)cc1	3.1	2	-1.0	0	-3	-0.7	x	-0.6	5	x	0.3
CN(Cc1ccccc1)C(=O)c1oc(=O)c2ccccc2c1-c1ccccc1	-0.3	-2	-0.2	1	1	-0.5	-0.1	3.4	3	0.4	0.8
CN1C(=O)N(C)C2(c3ccccc3)N(C(C)(C)C)C(=O)NC12c1ccccc1 (configuration not stated)	-0.7	4	-2.6	0	-2	-0.6	0.8	-2.9	1	-0.7	0.6
COc1ccc(NC(=O)NC2CCN(S(=O)(=O)c3ccc(F)cc3)CC2)cc1OC	1.2	0	2.1	2	-2	-0.8	x	-3.5	-5	x	x
CC1CCCC(NC(=O)CN2C(=O)COc3ccccc32)C1C (configuration not stated)	-0.1	4	0.8	-2	-3	-1.0	0.4	-0.9	-6	-0.3	0.1
O=C1CSC(c2ccccn2)N1c1ccc(F)cc1F (configuration not stated)	0.3	6	-1.9	0	-1	-0.9	-0.6	-0.6	-6	0.5	0.0
CS(=O)c1ccc(-n2c(=O)n(Cc3ccccc3)c(=O)c3[nH]cnc32)cc1 (configuration not stated)	-0.3	0	0.4	-4	-1	-1.2	4.7	-0.5	2	0.0	1.3
Cn1c(=O)c2sccc2n(CC(=O)NCCC2=CCCCC2)c1=O	0.2	-1	0.2	-6	-3	-1.5	1.1	0.1	-2	2.8	-2.3
O=C(COc1ccc(S(=O)(=O)Nc2cccc(C(F)(F)F)c2)cc1)N1CCOCC1	-3.6	1	-4.3	-8	-1	-0.3	-0.6	0.5	3	-0.3	0.7
Cn1c(C(=O)N2CCC(C(N)=O)CC2)cc2cc(Cl)ccc21	-0.4	-2	0.8	-3	0	0.0	2.7	1.7	-4	0.0	-2.0
CCC(=O)N1CCCC1(C)C(=O)Nc1ccc2nc(C)ccc2c1 (configuration not stated)	-1.3	4	-4.3	-18	3	-0.8	0.8	-0.9	1	x	-1.1

Compound profiles (already shown). Screens in order: DAX1 inh-1 | HGIII-sPLA2 inh | hgDAF12 agonist | PLC-beta3 inh | SMARCA2 act | ssDAF-12 act | GAA850 FXN act | hcDAF12 agonist | Rev-erbA mod | DAX1 inh-2 | PG9 Ab binder
`CN(Cc1ccccc1)C(=O)c1oc(=O)c2ccccc2c1-c1ccccc1` is listed as -0.3 | -2 | -0.2 | 1 | 1 | -0.5 | -0.1 | 3.4 | 3 | 0.4 | 0.8
`Cn1c(C(=O)N2CCC(C(N)=O)CC2)cc2cc(Cl)ccc21` is listed as -0.4 | -2 | 0.8 | -3 | 0 | 0.0 | 2.7 | 1.7 | -4 | 0.0 | -2.0
`COc1ccc(NC(=O)NC2CCN(S(=O)(=O)c3ccc(F)cc3)CC2)cc1OC` is listed as 1.2 | 0 | 2.1 | 2 | -2 | -0.8 | x | -3.5 | -5 | x | x

(further entries)
SMILES	DAX1 inh-1	HGIII-sPLA2 inh	hgDAF12 agonist	PLC-beta3 inh	SMARCA2 act	ssDAF-12 act	GAA850 FXN act	hcDAF12 agonist	Rev-erbA mod	DAX1 inh-2	PG9 Ab binder
COc1ccc(C2OCC(C)(C)CO2)cc1OC	-0.5	-1	0.2	-1	2	-1.3	1.6	-0.1	-2	1.2	0.1
COc1ccc(C(=O)NC(=S)NC2CCSC2=O)cc1 (configuration not stated)	-0.2	-1	4.6	6	0	-2.0	-2.2	-0.6	3	2.1	0.9
COc1ccc2cc(CN(CC3COCCO3)S(=O)(=O)c3ccc(Cl)cc3)c(=O)[nH]c2c1 (configuration not stated)	-0.2	-3	0.9	-2	2	-1.7	0.0	-1.7	2	0.2	24*
S=c1[nH]nc(-c2cccnc2)n1/N=C/c1ccco1	2.5	6	0.8	-1	0	-1.2	2.6	-1.5	-6	1.0	-2.9
Cc1onc(-c2ccccc2Cl)c1C(=O)Nc1nnc(-c2ccc(Cl)cc2Cl)s1	0.7	-6	4.2	-3	-1	-0.5	0.1	-0.3	-1	-0.9	15*
CCC(CO)Oc1cc(NC(=O)Cc2ccccc2)c2ncn(C(C)C)c2c1 (configuration not stated)	-0.2	1	-1.4	-1	-1	-0.5	0.0	-1.0	-6	-0.3	-3.4
